# FUS yeast rescue = suppressors of FUS proteinopathy in yeast. 390,000 tested, 0.24% active. AID 1347120. S. cerevisiae FUS-expressing, growth rescue, OD600, 24 h. Potency, µM (doses to about 76.6 µM), for inactives: at the top dose growth rescue (activation), most hits filed as activators;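 note: potency is the fitted concentration of half-maximal effect; plate controls were DMSO vehicle for no effect and reference control for full effect; nearly all actives have a fitted effect of over 55% in size; some results filed as inactive show a strong effect at the top dose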
#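 FUS-expressing yeast, raffinose-pregrown, induced in 2% galactose minimal medium at OD 0.005; compounds in a dilution series, 24hr at 30C. Growth restoration read as absorbance at 600 nm. CP55940 positive control, DMSO negative.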
# WRN helicase inh = blocks human WRN helicase. Q14191. WRN helicase unwinding, fluorescent forked duplex, kinetic. 360,000 tested, 0.46% active. Potency, µM (highest dose often 114 µM), for inactives: at the highest dose activity change, negative = inhibition, usual class: inhibitors; note: potency is the fitted concentration of half-maximal effect; % is set by controls: 0 for no effect and ±100 for the full control effect; nearly all actives have a fitted effect of over 55% in size
#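 WRN at 20 nM final was preincubated with compound for 15 min at room temperature; reaction started with 100 nM forked duplex oligonucleotide carrying fluorophore and quencher plus 2 mM ATP (final). Unwinding followed kinetically by red fluorescence (ex 525/em 598 nm).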
# EPAC1 agonist = agonists of human EPAC1. Potency, µM (titrated, usually from 154 µM), without a hit: at the top dose activation, usual class: activators. AID 720707. O95398. 360,000 tested, 0.073% active. EPAC1 agonist qHTS, biochemical assay; response scale: 100% = response to 6.5 mM cAMP; note: potency is the fitted concentration of half-maximal effect; nearly all actives have a fitted effect of over 60% in size
#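 Normalized to 6.5 mM cAMP, activity reflects EPAC1-catalysed release of BODIPY-GDP from Rap1B, followed kinetically over 30 min at 480 nm excitation, 540 nm emission. Reaction contained 100 nM EPAC1, 250 nM Rap1B-BODIPY-GDP, 50 uM GDP.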
# PLK1 PBD block = blocks phosphopeptide binding to human PLK1 polo-box domain; P53350; Plk1 PBD binding of FITC phosphopeptide, fluorescence polarization; Potency, µM, for the others: max response, negative = inhibition, hits mostly inhibitors; 360,000 tested, 2.8% active; AID 720504; note: potency is the fitted concentration of half-maximal effect; series mostly up to about 57 µM; % is set by controls: 0 for no effect and ±100 for the full control effect; nearly all actives have a fitted effect of over 65% in size
# Target sequence (P53350 whole entry, looked up, the tested form may be a part): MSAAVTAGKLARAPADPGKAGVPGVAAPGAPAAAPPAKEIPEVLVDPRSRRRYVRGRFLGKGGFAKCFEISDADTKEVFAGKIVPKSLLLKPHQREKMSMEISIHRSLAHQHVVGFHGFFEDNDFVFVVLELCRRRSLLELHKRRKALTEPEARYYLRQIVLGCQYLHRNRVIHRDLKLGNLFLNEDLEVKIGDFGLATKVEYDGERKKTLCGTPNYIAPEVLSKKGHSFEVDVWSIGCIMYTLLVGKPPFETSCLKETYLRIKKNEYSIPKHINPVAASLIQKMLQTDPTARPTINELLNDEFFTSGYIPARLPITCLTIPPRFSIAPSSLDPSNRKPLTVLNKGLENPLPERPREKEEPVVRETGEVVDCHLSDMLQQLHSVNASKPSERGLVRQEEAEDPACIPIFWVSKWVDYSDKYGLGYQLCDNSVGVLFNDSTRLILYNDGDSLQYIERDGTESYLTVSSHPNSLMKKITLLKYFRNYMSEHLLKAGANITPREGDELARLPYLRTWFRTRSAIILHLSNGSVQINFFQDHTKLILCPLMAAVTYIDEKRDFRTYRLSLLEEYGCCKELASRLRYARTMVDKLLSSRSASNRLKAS
# Abeta rescue = restores growth of yeast expressing A-beta42 peptide. yeast expressing A-beta42, growth rescue, OD600, 48 h; response scale: 0% DMSO, 100% iron-clioquinol control. Potency, µM (titrated, usually from 46.1 µM), without a hit: at the top dose growth rescue, usual class: activators. 410,000 tested, 0.063% active. AID 1347071; note: potency is the fitted concentration of half-maximal effect; nearly all actives have a fitted effect of over 55% in size
#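 Growth rescue measured by 600 nm absorbance after 48 h yeast culture at 30 C with compound. Values normalized between DMSO and an equimolar ferric chloride plus clioquinol control.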
# PI5P4K alpha inh = PI5P4K alpha (human) kinase inhibition | PI5P4Kalpha enzyme, ADP-Glo luminescence, 60 min; stronger effect = lower value | max response, % | 330,000 tested, 1.2% active; active = max response of -50% or lower; inconclusive = between -30% and -50%; inactive = -30% or higher; note: value at the top dose of about 77 µM; % is set by controls: 0 for no effect and ±100 for the full control effect
# Target sequence (P48426 whole entry, looked up): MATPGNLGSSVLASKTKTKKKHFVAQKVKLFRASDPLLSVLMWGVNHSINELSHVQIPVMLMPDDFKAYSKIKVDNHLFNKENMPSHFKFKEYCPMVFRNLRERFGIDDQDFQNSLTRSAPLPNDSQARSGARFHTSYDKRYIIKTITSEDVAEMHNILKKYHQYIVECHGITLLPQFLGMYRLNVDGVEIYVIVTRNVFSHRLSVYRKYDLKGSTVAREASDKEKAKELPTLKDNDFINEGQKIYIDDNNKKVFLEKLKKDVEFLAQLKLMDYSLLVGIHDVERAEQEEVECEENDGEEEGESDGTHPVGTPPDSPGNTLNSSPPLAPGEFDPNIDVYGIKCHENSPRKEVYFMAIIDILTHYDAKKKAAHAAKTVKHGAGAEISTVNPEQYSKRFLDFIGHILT
#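 Controls without substrate or without enzyme flank wells where PI5P4Kalpha converts substrate using 5 microM ATP (final). Incubation lasts 60 minutes at room temperature; ADP formed is read by ADP-Glo luminescence.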
# EPAC1 antag = blocks human EPAC1 exchange factor | O95398 | EPAC1 GEF assay, Rap1b-BODIPY-GDP exchange fluorescence | Potency, µM (doses to about 115 µM), for inactives: top-dose activity change, negative = inhibition, most hits filed as inhibitors | 360,000 tested, 0.14% active;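 note: potency is the fitted concentration of half-maximal effect; plate controls were vehicle for no effect and positive control for full effect; nearly all actives have a fitted effect of over 50% in size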
# IL2 activator = IL-2 activation; IL-2 activation reporter assay, cell-based qHTS; stimulated with anti-CD3/CD4/CD28 beads; in transgenic mouse T cells; activation, % (series mostly up to about 46 µM); 360,000 tested, 0.065% active; AID 652025; in the data active = activation above about 50%; inconclusive = mostly about 30% to 49%; note: 0% is about no effect
#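 Using fluorescent plate cytometry, EGFP and DsRed are detected in transgenic mouse T cells stimulated 18 h at 37 degrees C with antibody-coated beads after 60 min compound pretreatment.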
# Numbers without * were called inactive; ? = inconclusive; nt = no result given; & = joins results of further samples; [ ] = dose if it differs, or a comment. Unless noted, calls come from the whole dose curve; as a rule, active = well fitted curve in the direction sought with a large enough effect; inconclusive = small, poorly fitted or top-dose-only effect, or another doubt; inactive = no such curve, though single readings can be large; an effect the other way counts as inactive or inconclusive.
# Results follow in this order: FUS yeast rescue	WRN helicase inh	EPAC1 agonist	PLK1 PBD block	Abeta rescue	PI5P4K alpha inh	EPAC1 antag	IL2 activator
1: O=C(NCc1ccccn1)c1cc(Cl)ccc1OCc1ccccc1
  13%	-9%	10%	-8%	-7%	-1	-16%	0.0
2: COc1ccc(C(=O)Nc2ccc3c(c2)nc2n3CCSC2)cc1
  28%	2%	-2%	-9%	2%	nt	11%	4.2
3: Nc1n[nH]c(N)c1N=Nc1ccc(F)cc1
  -21%	2%	-10%	0%	-11%	3	-7%	-1.1
4: COc1ccc([C@H]2C[C@@H](n3cc(-c4ccc(F)cc4)nn3)[C@H](O)CN2C(=O)C2CCCCC2)cc1
  7%	-1%	-3%	0%	-11%	-4	12%	-0.9
5: O=C(CSC(=S)N1CCCCC1)N1N=CCC1c1ccccc1 (stereo unspecified)
  23%	0%	3%	-2%	11%	nt	0%	3.6
6: COc1cccc(C(=O)Nc2ccc(NC(=O)C3CC3)nc2)c1
  -13%	-1%	2%	-4%	21%	1	0%	-0.3
7: COc1ccc(C(C(=O)NC2CCCC2)N(C(=O)c2snc(C(N)=O)c2N)c2ccccc2OC)cc1OC (stereo unspecified)
  16%	2%	2%	-2%	17%	2	-17%	0.0
8: CCOc1ccc(N(CC(=O)O)S(=O)(=O)c2ccc(OC)c(OC)c2)cc1
  7%	-3%	3%	-3%	-9%	-4	0%	-0.5
9: O=C(CN1c2cccc3cccc(c23)S1(=O)=O)NCCc1ccc(F)cc1
  2%	-1%	-3%	-2%	-1%	-3	-29%	1.6
10: O=C(NCCCn1ccnc1)c1ccc2nccnc2c1
  7%	0%	0%	-25%	7%	3	9%	-6.1
11: CC(C)CCCN1CCN=C1Nc1ccccc1
  -11%	-2%	13%	0%	-12%	6	-13%	0.3
12: CCCCN1C(=O)C(=Nc2cccc3cnccc23)c2ccccc21
  -21%	2%	6%	-14%	6%	-10	-13%	-0.9
13: COc1ccc(-c2noc(Cc3ccc(Cl)cc3)n2)cc1OC
  -1%	-8%	-5%	8%	-26%	13	3%	-2.7
14: COc1cc(S(=O)(=O)NC2CCCCC2)ccc1F
  13%	-16%	-4%	-4%	-44%[inhibitor]	nt	11%	-2.1
15: O=C(NC1CCCCC1)c1cc(S(=O)(=O)N2CCCCC2)ccc1N1CCOCC1
  3%	-1%	10%	-6%	-19%	1	7%	1.5
16: O=C(CCC(=O)c1ccc(-c2ccccc2)cc1)Nc1cccnc1
  -5%	3%	0%	2%	-7%	-12	4%	7.0
17: COc1ccc(NC(=S)NCCCN2CCCC2=O)c(OC)c1
  3%	4%	1%	?	-6%	-2	-24%	1.2
18: CCOCCCNCc1ccc(OCCC(C)C)c(OC)c1
  17%	0%	6%	-10%	-12%	-15	-15%	-0.5
19: CN1C(C(=O)Nc2cccc(O)c2)=CC(c2ccco2)=NS1(=O)=O
  -27%&-11%	-3%	-2%	-1%	10%&15%	3	-6%	-3.9
20: Cc1cc2[nH]c(=O)c(=O)[nH]c2cc1S(=O)(=O)Nc1cccc(F)c1
  2%	-7%	-13%	-5%	0%	-9	-5%	0.1

# Part of the list above with just EPAC1 antag and FUS yeast rescue.
item | Molecule | EPAC1 antag | FUS yeast rescue
3 | Nc1n[nH]c(N)c1N=Nc1ccc(F)cc1 | -7% | -21%
4 | COc1ccc([C@H]2C[C@@H](n3cc(-c4ccc(F)cc4)nn3)[C@H](O)CN2C(=O)C2CCCCC2)cc1 | 12% | 7%

# (listing goes on)
# Results follow in this order: FUS yeast rescue	WRN helicase inh	EPAC1 agonist	PLK1 PBD block	Abeta rescue	PI5P4K alpha inh	EPAC1 antag	IL2 activator
21: Cc1cc(NCCN2CCOCC2)n2ncc(-c3ccccc3)c2n1
  12%	2%	5%	-9%	-1%	-4	-2%	1.8
22: COc1ccc(-c2cc(C(=O)NCCN3CCOCC3)c3ccccc3n2)cc1OC
  nt	5%	0%	8%	9%	-7	1%	-1.3
23: COc1ccc([N+](=O)[O-])cc1NC(=O)c1ccc(C)o1
  -16%	-18%	9%	-2%	-5%	5	4%	0.9
24: O=C(Cn1ccccc1=O)Nc1ccc(Cl)c(S(=O)(=O)N2CCCCC2)c1
  -13%	-2%	-3%	-18%	-11%	-3	-2%	0.6
25: CCOc1cccc(CN2CCCC(N3CCc4cc(OC)c(OC)cc4C3)C2)c1O (stereo unspecified)
  27%	2%	3%	-7%	-7%	0	17%	0.7
26: Cc1ccc(-n2nnnc2SCC(=O)NCCC2=CCCCC2)c(C)c1
  51%	5%	5%	-5%	9%	-17	-3%	3.6
27: CCCc1cc(=O)[nH]c(SCC(=O)N(C)CC(=O)Nc2ccc(F)cc2)n1
  nt	-20%	6%	1%	-10%	3	-8%	-3.4
28: Cc1cccc(Cn2c(NCC(C)O)nc3c2c(=O)n(C)c(=O)n3C)c1 (stereo unspecified)
  -10%	-5%	-2%	-3%	5%	2	-10%	-0.1
29: Cc1ccc(NC(=O)COC(=O)c2ccc([N+](=O)[O-])o2)cc1S(=O)(=O)N1CCCCC1
  36%	-5%	-5%	0%	-35%[inhibitor]	2	5%	-0.6
30: CSc1ccc(CN2C(=O)C(C)Sc3ccc(C(C)=O)cc32)cc1 (stereo unspecified)
  33%	-5%	6%	-11%	19%	0	-19%	-0.6
31: C=CCn1c(=O)c2ccccc2n2c(SCc3csc(-c4ccccc4)n3)nnc12
  14%	-9%	4%	-14%	2%	-2	1%	-1.5
32: CC(C)Cn1c(=O)c2sccc2n2c(CCCC(=O)N3CCC(N4CCCCC4)CC3)nnc12
  0%	10%	-8%	-4%	6%	-13	-4%	-1.2
33: COc1ccc(Br)cc1C(=O)Nc1ccc(N2CCCC2)cc1
  21%	3%	5%	-5%	10%	-4	-5%	-1.0
34: CCOC(=O)[C@]12CCCC=C1N(Cc1ccc3c(c1)OCO3)C(=O)[C@H](CC(=O)NCc1cccs1)C2
  ?	-4%	-1%	-29%	-8%	3	-9%	-0.2
35: CCOC(=O)C1=C(C)c2ccccc2OC1(C(=O)OCC)C(C)C (stereo unspecified)
  -6%	-4%	-18%	-19%	5%	11	-14%	-0.5
36: Cc1ccc(C)n1-c1ncn[nH]1
  15%	7%	-2%	-3%	10%	-3	19%	-2.0
37: CCN(CC)S(=O)(=O)c1ccc(NC(=O)COC(=O)c2cnc(C)cn2)cc1
  21%	6%	7%	-3%	9%	-6	7%	0.5
38: CCN(c1ccccc1)S(=O)(=O)c1ccc2[nH]c(=O)[nH]c2c1
  34%	-24%	-5%	?	0%	?	-8%	0.9
39: CC(C)Oc1ccc(/C(O)=C2/C(=O)C(=O)N(Cc3cccnc3)C2c2ccco2)cc1 (stereo unspecified)
  11%	-10%	5%	-14%	-1%	-18	4%	-1.5
40: CC(C)(C)OC(=O)N[C@@H](C(=O)OC(C)(C)C)c1ccccc1
  -8%	-1%	-6%	-17%	3%	2	-8%	-3.2
41: Cc1nnc2ccc(N3CCN(c4cccc(C(F)(F)F)c4)CC3)nn12
  4%	0%	-4%	-5%	4%	0	-22%	-3.8
42: O=C(Nc1nc2c(s1)CCCC2=O)c1cnccn1
  30%	6%	-12%	-1%	-12%	nt	4%	0.2
43: COc1ccc(NC(=O)N2CCCC2C(=O)Nc2ccc(C)cc2C)cc1 (stereo unspecified)
  -22%	-3%[57.1 µM]	0%	3%	-10%	0	7%	-0.5
44: Cc1ccc(-c2nnc(SCC(=O)Nc3sc(C)c(C)c3C#N)n2C)cc1
  -18%	-24%	7%	-11%	6%	-9	-2%	1.7
45: O=C(Oc1ccc(=O)n(-c2ccccc2)n1)c1ccc(F)cc1
  -47%[inhibitor]	-12%	-10%	?	-41%[inhibitor]	-5	4%	1.2
46: Nc1ccc2c(c1)C(=O)N(CC1CCCO1)C2=O (stereo unspecified)
  -33%	9%	3%	-9%	-11%	-6	7%	-1.6
47: Cn1c(=O)[nH]c(=O)c2c1nc(CN1CCN(c3ccc(F)cc3)CC1)n2CCN1CCOCC1
  -15%	-2%	-11%	6%	7%	-4	-15%	0.4
48: CSc1nc(C)cc(SCC(=O)Nc2ccc(Cl)cc2Cl)n1
  7%	12%	-4%	-4%	-10%	-8	-12%	-2.5
49: O=C(NCC1CCCO1)c1ccc(Oc2ccc([N+](=O)[O-])cc2)cc1 (stereo unspecified)
  8%	0%	-4%	-1%	nt	-1	-13%	-0.2
50: CCOC(=O)c1ccc(NC(=O)C(CC)CC)cc1
  3%	-3%	5%	-2%	-9%	1	-7%	-3.4
51: CCN1/C(=c2/s/c(=C3/C(=O)N(c4ccccc4)N=C3C)n(CC)c2=O)C=Cc2ccccc21
  -7%	-22%	-6%	-7%	-15%	0	-5%	-2.5
52: Cc1ccc(NC2CCCN(C(=O)c3cccc(-c4ncc[nH]4)c3)C2)cc1C (stereo unspecified)
  14%	0%	-8%	-4%	-18%	-3	17%	-2.4
53: CN(C)c1ccc(NC(=O)CCn2c(=S)oc3ccccc32)cc1
  15%	6%	-6%	-15%	-4%	-3	-4%	1.2
54: COc1ccc(N2C(=O)c3ccccc3NC(=O)C2C(=O)NCc2ccco2)cc1 (stereo unspecified)
  4%	-5%	7%	-6%	-6%	0	3%	0.5
55: CCc1nn(C(CC)C(=O)NCc2cccc(OC)c2OC)c(=O)c2cc3occc3n12 (stereo unspecified)
  17%	5%	-10%	-1%	-4%	-7	-22%	-0.4
56: Cc1ccc(S(=O)(=O)NC(C(=O)O)c2ccccc2)cc1 (stereo unspecified)
  -10%	-10%	9%	-18%	6%	-3	-19%	-0.8
57: CC(C)(C(=O)N1CCC1(C)C(=O)NS(=O)(=O)c1ccc(Cl)s1)c1ccccc1 (stereo unspecified)
  -21%	4%	-13%	1%	-8%	3	-12%	1.5
58: CN1C(=O)NC(c2ccc(Cl)cc2)C2=C1CC(C)(C)CC2=O (stereo unspecified)
  6%	11%	-6%	6%	-12%	-2	8%	-2.2
59: CCCS(=O)(=O)N1CCN(Cc2ccc(OCc3ccccc3)c(OC)c2)CC1
  -2%	-6%	10%	-7%	-12%	nt	-13%	-1.1
60: CCCNC(=O)N1CCN(S(=O)(=O)c2ccc(C)c(C)c2)CC1
  ?	3%	5%	-8%	-14%	nt	0%	0.6
61: C[C@@H]1CN([C@H](C)CO)C(=O)CCCn2nncc2CO[C@H]1CN(C)Cc1ccc(-c2ccccc2)cc1
  -5%	6%	-8%	-2%	-4%	7	5%	-0.6
62: COc1ccc(C)cc1NC(=O)NNC(=O)c1ccoc1C
  10%	-7%	-22%	2%	-2%	-5	-4%	-0.4
63: COc1ccc(/[N+]([O-])=C/c2ccco2)cc1
  -6%	10%	4%	?	-24%	-21	?	2.2

# Screening data deposited in PubChem BioAssay by National Center for Advancing Translational Sciences (NCATS).
